# Assay outcomes as filed in PubChem BioAssay.
# MBNL1-CUG inh: qHTS Assay for Inhibitors of MBNL1-poly(CUG) RNA binding; TR-FRET MBNL1-His/biotin-(CUG)12 binding, 665/545 ratio; Muscleblind-like protein 1 (Homo sapiens), Q9NR56; actives 0.036% (n = 280,000); Potency, µM (series often up to 57.5 µM), inactives show at the highest dose activity change, negative = inhibition, hits mostly inhibitors; active = well fitted inhibition curve with a large enough effect in the signal ratio, with a control signal flat, not every such curve was filed as active; inconclusive = small, poorly fitted or top-dose-only effect, or effect the other way, or a change in a side signal; inactive = no such curve, though single readings can be large or run the other way; the % refers to the signal ratio; also: potency is read from the fitted curve at half-maximal effect; % is scaled to controls: 0 for no effect and ±100 for the full control effect
#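 His-tagged MBNL1 binding to biotinylated (CUG)12 RNA was measured by TR-FRET using terbium anti-His antibody (0.055 ng/ul final) and streptavidin-XL665 (5 nM final). Compounds were titrated 92 nM to 58 uM; 60 min at room temperature.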
# Mito fusion yeast: qHTS Assay for Small Molecule Inhibitors of Mitochondrial Division or Activators of Mitochondrial Fusion | S. cerevisiae fusion-defective mutant growth rescue, CellTiterGlo 48 h | Potency, µM (top dose mostly 46.1 µM), for the others: at the top dose growth rescue (activation), usual class: activators | actives 0.23% (n = 320,000) | AID 485298, 2010;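 also: potency is read from the fitted curve at half-maximal effect; % of control where 0% means no effect; nearly all actives have a fitted effect of over 45% in size; temperature-sensitive fusion mutants such as fzo1-1 at 37 °C on non-fermentable ethanol glycerol medium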
#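 Compounds are tested for their ability to restore growth of mitochondrial fusion-defective yeast strains at non-permissive 37C in YPEG medium over 48 hours. Viability is quantified by luciferase luminescence.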
# TCR act: Activators of T cell receptors: qHTS campaign | primary human leukocytes, anti-CD3, IL-2 HTRF, 48 h | Potency, µM (top dose mostly 9.22 µM), for inactives: at the highest dose activation of IL-2 secretion, usual class: activators | 330,000 tested, under 10 active | AID 504894, 2011; also: % of control where 0% means no effect
#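 TCR engagement came from a-CD3 beads alone, with compounds added to primary human leukocytes for 48 hr. Secreted IL-2 bridged europium cryptate- and d2-labelled anti-IL-2 antibodies, giving FRET emission at 665nm after 320nm excitation.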
# ASM inhibitor: Inhibitors of Secretory Acid Sphingomyelinase (S-ASM): qHTS. placental ASM, HMU-PC fluorogenic substrate, 60 min. actives 0.006% (n = 340,000). Potency, µM (titrated, usually from 57.5 µM), inactives show top-dose activity change, negative = inhibition, actives largely listed as inhibitors; also: potency is read from the fitted curve at half-maximal effect
#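 Steps: dispense placental human ASM, pin compound, wait 10 min at room temperature, add HMU-PC0 substrate at 9 uM final, incubate 60 min at 37 °C, add stop solution raising pH to 10, read fluorescence.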
# CXXC DNA block: qHTS Fluorescence Polarization Assay for Inhibitors of MLL CXXC domain - DNA interaction; Histone-lysine N-methyltransferase 2A (Homo sapiens), Q03164; MLL-CXXC / FITC-HOXA9 DNA fluorescence polarization; Potency, µM (top dose mostly 115 µM), inactives show at the top dose activity change, negative = inhibition, actives largely listed as inhibitors; actives 0.037% (n = 290,000); active = well fitted inhibition curve with a large enough effect in the polarisation, with a control signal flat, not every such curve was filed as active; inconclusive = small, poorly fitted or top-dose-only effect, or effect the other way, or a change in a side signal; inactive = no such curve, though single readings can be large or run the other way; the % refers to the polarisation; also: potency is read from the fitted curve at half-maximal effect
#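 Steps: dispense CXXC domain solution (7 uM) → pin compounds or unlabeled HOX-A9 DNA control → 5 min ambient → add FLSN-HOX-A9 solution (50 nM) → spin → 30 min ambient → fluorescence polarization. Tris pH 7.5/NaCl/DTT/BSA buffer.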
# Menin-MLL TR inh: qHTS Assay for Inhibitors Targeting the Menin-MLL Interaction in MLL Related Leukemias: Competition With Texas Red Labeled MLL-derived Mutant Peptide. O00255. Menin + Texas Red MLL mutant peptide, fluorescence polarization. Potency, µM (doses to about 61.6 µM), for inactives: at the highest dose FP activity change, negative = inhibition, hits mostly inhibitors. actives 0.23% (n = 270,000). AID 1768, 2009; active = well fitted inhibition curve with a large enough effect in the polarisation, with a control signal flat, not every such curve was filed as active; inconclusive = small, poorly fitted or top-dose-only effect, or effect the other way, or a change in a side signal; inactive = no such curve, though single readings can be large or run the other way; the % refers to the polarisation; also: potency is read from the fitted curve at half-maximal effect; % of control where 0% means no effect; many of its hits are not listed in these tables
# A-T KAP1 phos: qHTS Assay for Identifying a Potential Treatment of Ataxia-Telangiectasia. […] A-T fibroblasts, KAP-1 phosphorylation AlphaLISA; neocarzinostatin DNA damage 30 min before lysis. Potency, µM (doses to about 57.5 µM), for inactives: at the top dose activation, actives largely listed as activators. actives 0.19% (n = 320,000). AID 485349, 2010; also: potency is read from the fitted curve at half-maximal effect; % of control where 0% means no effect; nearly all actives have a fitted effect of over 45% in size
#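 ATM-like activity read as KAP-1 phosphorylation via AlphaLISA donor/acceptor antibody pairs after lysis and 6 hr at 25C. Cells were ATM-null patient fibroblasts ([…], hTERT), dosed 60 min, then exposed to the DSB inducer NCS for 30 min.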
# TSG101-PTAP inh: qHTS Assay for Iinhibitors of HIV-1 Budding by Blocking the Interaction of PTAP/TSG101; Tumor susceptibility gene 101 protein (Homo sapiens), Q99816; Fluorescence polarization, FITC-PTAP peptide / Tsg101 binding; Potency, µM (titrated, usually from 115 µM), for the others: at the highest dose activity change, negative = inhibition, hits mostly inhibitors; 340,000 tested, under 10 active; active = well fitted inhibition curve with a large enough effect in the main read-out, with a control signal flat, not every such curve was filed as active; inconclusive = small, poorly fitted or top-dose-only effect, or effect the other way, or a change in a side signal; inactive = no such curve, though single readings can be large or run the other way; also: potency is read from the fitted curve at half-maximal effect; % of control where 0% means no effect
#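 Steps: Tsg101 binding domain dispensed (10 uM final), compounds pinned in DMSO, FITC-labeled PTAP-motif peptide added (50 nM final); after 20 min binding at room temperature, polarization measured.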
# TSHR antag: Antagonists of the Thyroid Stimulating Hormone Receptor: HTS campaign; activity change, negative = inhibition, % at 11.5 µM; actives 0.2% (n = 330,000); Thyrotropin receptor (Homo sapiens), P16473; AID 504810, 2011; TSHR-expressing cells, TSH-stimulated cAMP HTRF, 2 h; stronger effect = lower value;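 active = activity change below a set negative limit, meaning inhibition stronger than a set level, cut at about -70% in these data; inconclusive = activity change between two set negative limits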; also: % is scaled to controls: 0 for no effect and ±100 for the full control effect
#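 Antagonism was scored as loss of TSH-driven cAMP in TSHR cells, stimulated with 4nM TSH (EC80) for 2 hours at 37 deg C and detected by homogeneous HTRF competition immunoassay.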
# a7 integrin act: qHTS for Activators of Integrin-Mediated Alleviation for Muscular Dystrophy | alpha7betagal myoblasts, beta-gal FDG fluorescence, 48 h | Potency, µM (top dose mostly 38.3 µM), for the others: at the top dose activation, hits mostly activators | actives 0.064% (n = 350,000);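 also: potency is read from the fitted curve at half-maximal effect; 100% = response of the positive control SU9516; nearly all actives have a fitted effect of over 60% in size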
#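 Alpha7betagal+/- myoblasts (passage 13) were plated 16-24 hr, then exposed to compounds (1:260 dilution of DMSO stock) for 48 hours at 37C. After MPER lysis, β-galactosidase reporter activity was read as FDG fluorescence (ex 480/em 540) after 30 minutes.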
# * = called active by the depositor; i = inactive; ? = inconclusive; nt = no result given; [ ] = dose if it differs, or a comment. Unless noted, calls follow the shape of the dose curve; as a rule, active = well fitted curve in the direction sought with a large enough effect; inconclusive = small, poorly fitted or top-dose-only effect, or another doubt; inactive = no such curve, though single readings can be large; an effect the other way counts as inactive or inconclusive.
cpd	Compound	MBNL1-CUG inh	Mito fusion yeast	TCR act	ASM inhibitor	CXXC DNA block
1	C/C(=N\Nc1nc(N)cc(Cl)n1)c1ccc(F)cc1	4%	-7%	-1%	0%	-1%
2	O=C(NCCCN1CCN(c2cccc(Cl)c2)CC1)c1nc(-c2ccncc2)no1	2%	2%	-2%	3%	8%
3	c1ccc(-c2nnc3ccc(N4CCCC4)nn23)cc1	?	5%	8%	0%	-5%
4	OCCC1CN(Cc2cc(F)ccc2-n2cccn2)CCN1Cc1ccc(F)cc1 (stereo not drawn)	-3%	1%	-2%	1%	-14%
5	COc1ccc(CNC(=O)c2cc3ccccc3o2)cc1OC	?	12%	-6%	-2%	3%
6	CCCn1nnnc1NCc1cccc(Cl)c1	0%	-2%	-3%	0%	-3%
7	CCC(=O)Nc1cc(C(=O)O)ccc1Sc1ccccc1	3%	-3%	11%	-2%	1%
8	COc1ccc(CC2C(=O)NC(C)C(=O)N(C)C3Cc4ccc(cc4)Oc4cc(ccc4O)CC(C(=O)NC(C)C(=O)NC(C)C(=O)N2C)N(C)C3=O)cc1 (stereo not drawn)	nt	nt	-5%	6%	nt

cpd	Menin-MLL TR inh	A-T KAP1 phos	TSG101-PTAP inh	TSHR antag	a7 integrin act
1	-6%	-2%	-4%	-3	2%
2	nt	7%	1%	-12	-26%
3	-5%	-1%	0%	-6	0%
4	nt	28%	-5%	2	18%
5	-24%	14%	-5%	29	-10%
6	1%	4%	4%	17	9%
7	-14%	10%	-3%	3	16%
8	nt	nt	-4%	nt	-53%[inhibitor]

# The closing 3 records of the section before come first, to join the parts.
cpd	Compound	MBNL1-CUG inh	Mito fusion yeast	TCR act	ASM inhibitor	CXXC DNA block
6	CCCn1nnnc1NCc1cccc(Cl)c1	0%	-2%	-3%	0%	-3%
7	CCC(=O)Nc1cc(C(=O)O)ccc1Sc1ccccc1	3%	-3%	11%	-2%	1%
8	COc1ccc(CC2C(=O)NC(C)C(=O)N(C)C3Cc4ccc(cc4)Oc4cc(ccc4O)CC(C(=O)NC(C)C(=O)NC(C)C(=O)N2C)N(C)C3=O)cc1 (stereo not drawn)	nt	nt	-5%	6%	nt
9	COc1ccc(C2=NN(C(=O)CCC(=O)O)C(c3cccs3)C2)cc1 (stereo not drawn)	?	5%	-16%	0%	4%
10	Cc1ccc(CN2CCN(C(=O)CC(C)C)CC2)cc1	-18%	9%	2%	0%	-7%
11	CCOC(=O)C1=C(C)NC(=O)C1(NC(=O)c1cccnc1)C(F)(F)F (stereo not drawn)	-7%	1%	nt	5%	5%
12	Cc1cc(Nc2ccccc2)n(-c2nc3ccccc3[nH]2)n1	-1%	9%	-2%	-24%	1%
13	COc1cc(/C=N/n2nnnc2N)ccc1OC(C)C	?	0%	2%	-3%	7%
14	O=[N+]([O-])c1cccc(S(=O)(=O)c2ccc(NCCOCCO)c([N+](=O)[O-])c2)c1	?	-9%	0%	-1%	42%[activator]
15	COC(=O)c1cc(NC2c3ccccc3C(=O)N2c2cccnc2)cc(C(=O)OC)c1 (stereo not drawn)	-7%	-1%	6%[46.1 µM]	5%	-5%
16	C/C(CCc1oc2ccc(Br)cc2c1-c1ccc(C)o1)=N/O	-7%[11.5 µM]	0%	0%[46.1 µM]	-8%	0%

cpd	Menin-MLL TR inh	A-T KAP1 phos	TSG101-PTAP inh	TSHR antag	a7 integrin act
6	1%	4%	4%	17	9%
7	-14%	10%	-3%	3	16%
8	nt	nt	-4%	nt	-53%[inhibitor]
9	-9%	-6%	1%	-1	6%
10	-7%	?	-1%	18	27%
11	-1%	17%	-1%	4	23%
12	?	?	-2%	27	-34%
13	-12%	4%	-6%	-6	-11%
14	18%	0%	0%	-5	15%
15	0%	6%	-1%	0	-13%
16	4%	6%	-3%	18	18%

# (more compounds)
cpd	Compound	MBNL1-CUG inh	Mito fusion yeast	TCR act	ASM inhibitor	CXXC DNA block
17	Cc1cc2cc(C)c3nnc(SCC(=O)N4CCc5ccccc54)n3c2cc1C	-3%	1%	nt	nt	2%
18	O=C(NCC1CCCO1)c1onc(CSc2ccc(Cl)cc2)c1C(=O)O (stereo not drawn)	-7%	1%	-3%	7%	-5%
19	N#Cc1c(-c2ccccc2)nc(SCc2cccc(Cl)c2)[nH]c1=O	18%	8%	4%	4%	28%
20	O=C(O)c1ccccc1-c1ccc(/C=C/c2cc(C(F)(F)F)[nH]c(=O)n2)o1	?	-1%	1%	271%[activator]	?
21	COc1ccc(NC(=O)C2=C(C)C(=O)OC23CCC(C)CC3)cc1Cl (stereo not drawn)	-18%	-12%	3%	-6%	-9%
22	COC(=O)c1ccc(N2CCOCC2)c(NC(=O)c2ccc3c(c2)OCO3)c1	0%	16%	2%	-3%	12%
23	CS(=O)(=O)N(CC(=O)N1CCCC1)c1cc(C(F)(F)F)ccc1Cl	2%	10%	18%	4%	-3%
24	CC(CCc1ccccc1)NC(=O)c1nnc(Cc2ccc(F)cc2)o1 (stereo not drawn)	8%	1%	7%	8%	-2%

cpd	Menin-MLL TR inh	A-T KAP1 phos	TSG101-PTAP inh	TSHR antag	a7 integrin act
17	nt	8%	nt	27	nt
18	-10%	2%	-6%	-8	25%
19	84%[activator]	4%	-2%	-42	23%
20	6%	-22%	?	2	13%
21	6%	-7%	-2%	-23	4%
22	nt	2%	-2%	5	6%
23	12%	-5%	-7%	7	12%
24	-7%	29%	-1%	0	12%

# Screen by screen, from the results shown:
# Compounds 11 to 16 in ASM inhibitor: 5%, -24%, -3%, -1%, 5%, -8%

# (list continues)
cpd	Compound	MBNL1-CUG inh	Mito fusion yeast	TCR act	ASM inhibitor	CXXC DNA block
25	CN(C)S(=O)(=O)c1ccc(Cl)c(NC(=O)COC(=O)/C=C/c2ccco2)c1	18%	-6%	-1%	-2%	-5%
26	CCc1ccc(CNC(=O)c2ccc3c(c2)NC(=O)C(N2CCOCC2)S3)cc1 (stereo not drawn)	-8%	11%	2%	-1%	8%
27	CCOc1ccccc1-c1nc(CN(Cc2cnn(C)c2)C(C)C)c(C)o1	-5%	-12%	-6%	19%	3%
28	Nc1[nH]n2c(=O)cc(-c3ccccc3)nc2c1N=Nc1ccccc1	5%	1%	-6%	-23%	-22%
29	COc1ccc(N2C(=O)C(CC(=O)Nc3ccc(F)cc3)N(CCc3cccs3)C2=O)cc1 (stereo not drawn)	nt	13%	-3%[46.1 µM]	4%	-1%
30	O=C(NCCN1CCOCC1)N1c2ccccc2Sc2ccccc21	7%	1%	7%	0%	1%
31	Cc1c(NC(=S)NC(=O)c2ccc(-c3ccc(Cl)cc3)o2)cccc1C(=O)O	10%	-5%	nt	-2%	2%
32	CC(C)=C1C2CCC1C1C(=O)N(c3nc(-c4ccc(F)cc4)c(C)s3)C(=O)C21 (stereo not drawn)	4%	-12%	-1%	-1%	-9%
33	CCOC(=O)C1CCCN(C(=O)c2cc3c(=O)n4ccccc4nc3s2)C1 (stereo not drawn)	23%	3%	6%	i	13%
34	Cn1c(C=O)c(C#CC(C)(C)O)c2ccccc21	nt	11%	6%	33%[activator]	nt
35	COc1ccc(C2=NS(=O)(=O)N(C)C(C(=O)NC(C)c3ccccc3)=C2)cc1OC (stereo not drawn)	?	7%	-3%	3%	nt

cpd	Menin-MLL TR inh	A-T KAP1 phos	TSG101-PTAP inh	TSHR antag	a7 integrin act
25	-1%	2%	6%	-6	11%
26	0%	0%	2%	5	-52%[inhibitor]
27	-1%	8%[11.5 µM]	-2%	-5	-15%
28	?	-7%	-10%	-23	-23%
29	?	-6%	-4%	3	24%
30	-15%	0%	0%	2	-9%
31	?	1%	0%	-4	7%
32	2%	-1%	5%	-4	2%
33	nt	14%	-1%	-4	5%
34	nt	-3%	-1%	3	2%
35	7%	-3%	-6%	9	0%

# These rows are one share of the data; count on the stated rates, not on these rows.
